Coupling enz – coupling enzyme interference in Giardia aldolase counter-screen; coupling enzyme system counterscreen, AmpLite Red fluorescence; activity change, negative = inhibition, % at 58.2 µM, hits read low; actives 0.67% (n = 290,000); AID 2472; in the data active = activity change below about -30%; also: % is scaled to controls: 0 for no effect and ±100 for the full control effect
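Activity here indicates interference with the coupling reaction, not aldolase inhibition. Compounds at 57.5 uM final met coupling enzymes for 10 min at RT; substrate and AmpLite Red detection followed, with a 525/598 nm fluorescence read after 20 min.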
TSHR antag – blocks TSH signaling through the human TSH receptor; P16473; TSHR-expressing cells, TSH-stimulated cAMP HTRF, 2 h; stronger effect = lower value; activity change, negative = inhibition, % at 11.5 µM; actives 0.2% (n = 330,000); AID 504810;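 active = activity change below a set negative limit, meaning inhibition stronger than a set level, cut at about -70% in these data; inconclusive = activity change between two set negative limits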; also: % is scaled to controls: 0 for no effect and ±100 for the full control effect
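Cell-based HTRF cAMP assay; TSHR cells + compound, TSH EC80 (4nM final), 2 h, 37 deg C. Lysis with anti-cAMP cryptate and cAMP-d2, 30 min RT, read 665/620 nm.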
GALK inh – blocks human galactokinase activity. P51570. Purified GALK, Kinase-Glo residual ATP luminescence. Potency, µM (titrated, usually from 57.5 µM), without a hit: at the highest dose activity change, negative = inhibition, most hits filed as inhibitors. actives 0.007% (n = 270,000); also: potency is read from the fitted curve at half-maximal effect; % is scaled to controls: 0 for no effect and ±100 for the full control effect
Target sequence (P51570 whole entry, looked up): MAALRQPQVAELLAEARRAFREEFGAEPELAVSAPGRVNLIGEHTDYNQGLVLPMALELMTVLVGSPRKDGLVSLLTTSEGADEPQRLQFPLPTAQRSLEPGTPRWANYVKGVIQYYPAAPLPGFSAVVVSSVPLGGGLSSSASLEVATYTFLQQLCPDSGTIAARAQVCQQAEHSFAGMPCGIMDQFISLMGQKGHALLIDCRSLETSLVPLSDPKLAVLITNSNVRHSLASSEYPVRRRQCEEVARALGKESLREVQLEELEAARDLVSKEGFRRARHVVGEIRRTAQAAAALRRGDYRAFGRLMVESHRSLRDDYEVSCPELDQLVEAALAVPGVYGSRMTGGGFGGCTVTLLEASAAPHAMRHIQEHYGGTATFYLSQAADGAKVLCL
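Galactose (100 uM) and ATP (35 uM) were turned over by 5 nM GALK for 1 h at RT. Kinase-Glo Plus then converted the remaining ATP into a luminescent signal.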
Chronic BCR inh – blocks chronic active B-cell receptor signaling; actives 0.05% (n = 340,000); AID 493014; ABC-DLBCL IkBa-CBG/CBR reporter, luminescence ratio, 4 h; Potency, µM (top dose mostly 46.1 µM), without a hit: at the top dose ratio change, negative = lower green/red ratio, actives largely listed as inhibitors; active = well fitted inhibition curve with a large enough effect in the signal ratio, with a control signal flat, not every such curve was filed as active; inconclusive = small, poorly fitted or top-dose-only effect, or effect the other way, or a change in a side signal; the % refers to the signal ratio;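 also: potency is read from the fitted curve at half-maximal effect; plate controls were basal doxycycline-induced cells for no effect and cells given 10 µM MG132 for full effect; MG132 reads +100%, hits lower the ratio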
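Cell line TMD8 (human ABC DLBCL), stably expressing tet-inducible CBG68-IkBa fusion and CBR; IMDM/0.5% FBS; cpd up to 46 uM; dox induction, 4 h, 37C/5% CO2; dual luminescence; green/red ratio; MG132 control.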
AT treatment – potential ataxia-telangiectasia treatments restoring KAP-1 phosphorylation. […] A-T fibroblasts, KAP-1 phosphorylation AlphaLISA; neocarzinostatin DNA damage 30 min before lysis. Potency, µM (highest dose often 57.5 µM), inactives show at the top dose activation, usual class: activators. actives 0.19% (n = 320,000); also: potency is read from the fitted curve at half-maximal effect; % of control where 0% means no effect; nearly all actives have a fitted effect of over 45% in size
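ATM-like activity read as KAP-1 phosphorylation via AlphaLISA donor/acceptor antibody pairs after lysis and 6 hr at 25C. Cells were ATM-null patient fibroblasts ([…], hTERT), dosed 60 min, then exposed to the DSB inducer NCS for 30 min.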
hERG WT inh – blocks the wildtype human KCNH2 potassium channel. Q12809. U2OS, BacMam KCNH2, thallium flux FluxOr; stronger effect = lower value. activity change, % at 1.84 µM. actives 0.37% (n = 340,000);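 active = maximum activity change below -70%; inconclusive = maximum activity change between -70% and -50%; inactive = maximum activity change above -50%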; also: % is scaled to controls: 0 for no effect and ±100 for the full control effect
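U2OS cells transduced with wild-type KCNH2 virus are loaded with FluxOr dye for 45 min, and thallium flux is measured in kinetic reads before and after stimulation buffer. Rate constants are normalized to DMSO controls.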
MLL CXXC-DNA inh – blocks binding of human MLL CXXC domain to DNA | Q03164 | actives 0.037% (n = 290,000) | Potency, µM (top dose mostly 115 µM), for inactives: top-dose activity change, negative = inhibition, usual class: inhibitors | AID 2662 | MLL-CXXC / FITC-HOXA9 DNA fluorescence polarization; active = well fitted inhibition curve with a large enough effect in the polarisation, with a control signal flat, not every such curve was filed as active; inconclusive = small, poorly fitted or top-dose-only effect, or effect the other way, or a change in a side signal; inactive = no such curve, though single readings can be large or run the other way; the % refers to the polarisation; also: potency is read from the fitted curve at half-maximal effect
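Fluorescence polarization: 7 uM MLL-CXXC (stock) preincubated 5 min with compounds, then 50 nM fluorescein-HOX-A9 DNA (stock) added; 30 min ambient. Buffer 50 mM Tris-HCl pH 7.5, 50 mM NaCl, 1 mM DTT, 0.05% BSA.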
Giardia killer – kills Giardia lamblia; Giardia lamblia trophozoite viability; activity change, % at 7.66 µM, hits read low; actives 0.15% (n = 340,000); in the data active = activity change below about -80%; inconclusive = between about -30% and that limit;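 also: parasites exposed to compound for two days anaerobically before the ATP read; % is scaled to controls: 0 for no effect and ±100 for the full control effect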
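Giardia lamblia trophozoites (100 cells/well) were incubated with compounds for 48 h at 37 deg C under anaerobic conditions. Viability was read as ATP content by one-step luminescence after 15-30 min at room temperature.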
Tb PFK inh – T. brucei PFK enzyme inhibition; O15648; T. brucei PFK, ADP-Glo luminescence; Potency, µM (series often up to 57.5 µM), inactives show at the top dose activity, negative = inhibition, most hits filed as inhibitors; actives 0.17% (n = 330,000); AID 485367;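 also: potency is read from the fitted curve at half-maximal effect; 0% = uninhibited 1x PFK enzyme wells and -100% = no-enzyme wells; nearly all actives have a fitted effect of over 60% in size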
Target sequence (O15648 whole entry, looked up): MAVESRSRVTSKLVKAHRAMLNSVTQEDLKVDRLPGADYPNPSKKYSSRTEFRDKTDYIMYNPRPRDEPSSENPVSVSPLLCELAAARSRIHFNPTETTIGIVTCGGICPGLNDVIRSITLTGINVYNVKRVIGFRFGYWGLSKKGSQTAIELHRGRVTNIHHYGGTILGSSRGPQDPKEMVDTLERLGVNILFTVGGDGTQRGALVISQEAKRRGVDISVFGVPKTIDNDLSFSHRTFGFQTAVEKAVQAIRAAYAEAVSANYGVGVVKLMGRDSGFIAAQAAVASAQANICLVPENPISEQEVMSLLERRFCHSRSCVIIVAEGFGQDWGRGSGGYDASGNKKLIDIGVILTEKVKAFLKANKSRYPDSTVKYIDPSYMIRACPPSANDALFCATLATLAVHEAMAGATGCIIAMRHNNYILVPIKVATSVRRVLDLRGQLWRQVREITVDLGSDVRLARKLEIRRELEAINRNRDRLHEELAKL
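ADP-Glo luminescence quantified ADP after 45 min at room temperature, with 1.25 nM T. brucei PFK, 0.1 mM ATP and 0.5 mM fructose-6-phosphate in pH 8.0 TEA buffer. qHTS titrations up to 57 µM; curves classified by quality.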
TCR act – T cell receptor activation. primary human leukocytes, anti-CD3, IL-2 HTRF, 48 h. Potency, µM (doses to about 9.22 µM), inactives show at the top dose activation of IL-2 secretion, usual class: activators. 330,000 tested, under 10 active; also: % of control where 0% means no effect
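IL-2 produced over 48 hr by a-CD3 bead-stimulated primary human leukocytes exposed to compounds was detected with a homogeneous time-resolved FRET immunoassay, 665nm acceptor signal after 320nm excitation.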
* hit, by the source's call; u = inconclusive; x = not tested or not shown; & = joins results of further samples; [ ] = dose if it differs, or a comment. Unless noted, calls follow the shape of the dose curve; as a rule, active = well fitted curve in the direction sought with a large enough effect; inconclusive = small, poorly fitted or top-dose-only effect, or another doubt; inactive = no such curve, though single readings can be large; an effect the other way counts as inactive or inconclusive.

SMILES	AT treatment	GALK inh	Chronic BCR inh	Giardia killer	TSHR antag	MLL CXXC-DNA inh	Tb PFK inh	Coupling enz	TCR act	hERG WT inh
CC(C)CN1CCC(=O)N([C@H](COc2ccccc2)Cc2ccccc2)CC1	3%	x	14%	2	-6	8%	2%	1	0%	-13
Oc1c(Cl)cc(Cl)cc1C=Nc1ccc(N2CCOCC2)cc1	-9%	x	-4%	-6	-13	2%	-5%	1	-3%	12
COC(=O)CC(=O)CSc1nc2c(cc1C#N)CCCCC2	-1%	-3%	u	5	0	7%	-3%	1	-2%	-10
COc1ccc(Cl)cc1S(=O)(=O)N1CCCC(C(=O)NCc2ccccn2)C1 (stereo not drawn)	1%	x	-1%	13	5	x	2%	x	-2%	1
Cc1cc(C)nc(N(C#N)CC(=O)Nc2ccccc2)n1	-2%	0%	3%	-6	-15	2%	0%	0	-2%	-1
O=C(CCc1c[nH]c2ccccc12)N1CCN(c2ccc(O)cc2)CC1	15%	0%	3%	7	-7	19%	-28%	2	11%	8
CSc1ccc(Cl)c(C(=O)OCC(=O)N2CCNC2=O)c1	-14%	x	1%	11	-5	x	-6%	x	-3%	5
CC(OC(=O)c1ccco1)C(=O)NC1CCCC1 (stereo not drawn)	1%	-2%	-7%	-14	-17	-4%	1%	0	3%	-5
COC(=O)[C@H](CCSC)NC(=O)Nc1ccc(C(C)C)cc1	0%	0%	u	-4	-8	-2%	-6%	1	-2%	1
CN(CC(=O)N(CCO)Cc1ccccc1)S(=O)(=O)c1ccc2c(c1)c(=O)n(C)c(=O)n2C	1%	5%	-2%	u	-5	6%	-13%	x	4%	-3
O=S(=O)(c1ccccc1)C1(C2CC(c3ccccc3)=NO2)CC(O)C1 (stereo not drawn)	1%	x	2%	8	10	-2%	2%	0	3%	5
Cc1cccc(-n2c(N)cc(=O)nc2SC(C)C(=O)NC2CCCCC2)c1 (stereo not drawn)	1%	0%	u	x	11	2%	2%	0	x	x
COc1ccc(NC(=O)c2ccccc2S(=O)c2ccccc2C#N)cc1 (stereo not drawn)	-2%	15%	-1%	-15	-6	-1%	0%	-2	0%	-11
O=C(CSc1nc2ccccc2c(=O)n1-c1ccc(F)cc1)Nc1ccc(N2CCOCC2)cc1	2%	1%	u	-4	-4	20%	-1%	-2	2%[46.1 µM]	-2
CCC(=O)Nc1ccc(N2CCN(Cc3ccccc3)CC2)cc1	2%	-2%	-2%	19	-6	1%	3%	0	-2%	34
CC1CCN(c2ccc(NC(=O)c3ccccc3[N+](=O)[O-])cc2)CC1	-7%	1%	u	7	7	u	-4%	1	-8%	28
COc1ccc(C2CC(c3ccccc3)=NN2c2ccc(Cl)c(C(=O)O)c2)cc1 (stereo not drawn)	20%	0%	21%	-21	-4	-1%	0%	13	-5%	8
CCOC(=O)CC1C(=O)NCCN1S(=O)(=O)c1ccc(Br)cc1 (stereo not drawn)	2%	-2%	0%	3	-4	0%	2%	1	-40%	-8
CC(C)(C)NC(=O)COC(=O)C1c2ccccc2Oc2ccccc21	5%	-2%	-18%	14	-7	-20%	1%	2	-7%	-4
CC(=O)c1cc(NC(=O)c2ccc(C)cc2)c(=O)oc1C	-1%	1%	6%	-24	9	-5%	-1%	1	0%	4
c1csc(CNc2ncnc3ccc(-c4ccc5c(c4)OCCO5)cc23)c1	9%&4%	x	u	13	-13&-11	x	-4%&4%	x	1%	x
Cc1cccc(C)c1NC(=O)C(=O)NCCOc1ccc(Cl)cc1	-6%	1%	-9%	2	2	0%	1%	3	3%	3
COc1ccc(CCNC(=O)CN2C(=O)NC(c3ccccc3)(c3ccccc3)C2=O)cc1	27%	x	-4%	-10	24	x	-15%	x	-3%	7
CCC(C)NC(=O)C1CCN(S(=O)(=O)c2ccc(-n3cnnn3)cc2)CC1 (stereo not drawn)	6%	0%	-2%	7	-8	14%	0%	-2	-1%	-4
O=C(NCC(=O)N1CCOCC1)c1ccc(Cl)c(Cl)c1	1%	x	-7%	2	2	x	0%	x	9%	-1
COc1ccc(N(CC(=O)NCCSC2CCCCC2)S(C)(=O)=O)c(OC)c1	-6%	-1%	u	23	12	-6%	-11%	5	-1%	-4
CCCc1nc(C)cc(N2CCN(c3ccccc3)CC2)n1	-2%	x	3%	-1	6	5%	-4%	3	-3%	33
C=CC1CN(CC(=O)OC)S(=O)(=O)c2ccccc21 (stereo not drawn)	-16%	1%	0%	8&12	-2	-5%	-3%	2&-4	4%	3
O=C(/C=C/c1cccc(F)c1)N1CCN(c2ccccn2)CC1	3%	-1%	10%	6	20	28%	2%	6	-1%	1
O=C(c1cccs1)N1CCN(C(=O)C(c2ccccc2)c2ccccc2)CC1	-6%	2%	1%	0	7	-6%	0%	8	-6%	15
Cc1ccc(S(=O)(=O)N(Cc2ccc(F)cc2)Cc2ccco2)cc1	x	-4%	x	-2	x	-9%	x	-5	-4%	-8
CCOC(=O)C1CCCN(C2CC(=O)N(c3ccc(N4C(=O)CC(N5CCCC(C(=O)OCC)C5)C4=O)cc3)C2=O)C1 (stereo not drawn)	-2%	-1%	1%	8	-2	1%	-25%	4	-7%	x
O=C1C=C(c2cccc(OCc3ccccc3)c2)C[C@@H](c2ccc3c(c2)OCO3)C1	16%	x	9%	15	25	x	0%	x	-2%	10
Cn1c(CCN2CCCCC2)nc2cc([N+](=O)[O-])ccc21	12%	-2%	u	-7	44	3%	1%	-4	x	38
CCCCn1nc2cc(C(=O)NC3CCc4ccccc43)ccc2c1OCC (stereo not drawn)	0%	1%	14%	15	3	-3%	-6%	-9	-5%	5
COc1cc(OC)cc(C(=O)NCC(=O)NC(C)CCc2ccccc2)c1 (stereo not drawn)	5%	-3%	0%	2	9	14%	8%	0	5%	3
Cc1ccc(-c2csc(NC(=O)c3c(C)noc3C)n2)cc1C	6%	x	4%	21	-7	x	3%	x	12%	-10
O=C(c1ccc2c(=O)n(Cc3ccco3)c(=S)[nH]c2c1)N1CCN(c2ccccc2)CC1	-2%	-3%	0%	14	0	6%	3%	0	-6%	-7
O=c1oc2ccc(Cl)cc2nc1/C=C(\O)c1cccs1	-14%	x	u	5	-24	u	-7%	4	3%	1
COC(=O)CN1C(=O)[C@H]2[C@@H](/C=C/c3ccccc3)N3C(=O)CN(CC4CC4)C(=O)[C@@]3(Cc3ccccc3)[C@H]2C1=O	16%	x	10%	7	-5	-6%	0%	1	-5%	2
CCC(=O)Nc1ccc(C(=O)NNC(=O)c2ccc([N+](=O)[O-])cc2)cc1	1%	8%	4%	15	-6	6%	-2%	2	-1%	1
CCCCSc1ncc(C(=O)OCC)c(N)n1	-2%	0%	u	-4	-3	5%	-6%	-3	-1%[46.1 µM]	2
Cc1c(C)c2cc(Cl)c(O)c(CN3CCN(C)CC3)c2oc1=O	13%	3%	3%	0	-3	2%	1%	3	-13%	-2
CC(=O)Nc1ccc(N=Nc2c(C)[nH]n(C(N)=S)c2=O)cc1	-6%	5%	0%	-5	-16	11%	-2%	0	0%	x
O=C(C1CC1)N1CCc2cc(S(=O)(=O)NC3CCN(Cc4ccccc4)CC3)ccc21	-3%	-5%	-2%	25	5	6%	-4%	-2	-4%	-1
C[C@H](N)c1nnc(SCC(=O)c2ccc(Cl)cc2)o1	13%	0%	0%	-9	3	21%	-1%	-1	3%	-35
CN(C)CCCNC(=O)c1ccc(Cl)c(S(=O)(=O)N(C)c2ccccc2)c1	x	1%	-5%	0	11	-7%	-5%	-1	-3%	6
COc1cccc(N2CCN(C(=O)CCC(=O)c3ccc(Cl)s3)CC2)c1	0%	x	3%	-2	-3	x	-3%	x	-4%	20
CC(C)(C)c1ccc(C(=O)NNC(=O)c2ccc(Cl)cc2)cc1	1%	1%	7%	5	10	1%	-2%	0	-3%[46.1 µM]	2
O=C(O)c1ccc(Nc2ccc3nonc3c2[N+](=O)[O-])cc1	3%	6%	-1%	-26	-6	6%	3%	4	x	-6
COc1ccc(N2C(=O)CSC23CCC(C(C)(C)C)CC3)cc1 (stereo not drawn)	0%	3%	u	-11	14	-13%	2%	4	5%	-29

2 compounds drawn at random from those above, as already listed:
SMILES	AT treatment	GALK inh	Chronic BCR inh	Giardia killer	TSHR antag	MLL CXXC-DNA inh	Tb PFK inh	Coupling enz	TCR act	hERG WT inh
CC(=O)Nc1ccc(N=Nc2c(C)[nH]n(C(N)=S)c2=O)cc1	-6%	5%	0%	-5	-16	11%	-2%	0	0%	x
CC(C)(C)c1ccc(C(=O)NNC(=O)c2ccc(Cl)cc2)cc1	1%	1%	7%	5	10	1%	-2%	0	-3%[46.1 µM]	2

Compound activity as filed in PubChem.
